KCNH2 WT inh: blocks the wildtype human KCNH2 potassium channel; Q12809; U2OS, BacMam KCNH2, thallium flux FluxOr; stronger effect = lower value; activity change, % at 1.84 µM; 340,000 tested, 0.37% active;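 active = maximum activity change below -70%; inconclusive = maximum activity change between -70% and -50%; inactive = maximum activity change above -50%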; note: % is set by controls: 0 for no effect and ±100 for the full control effect
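U2OS cells were transduced with wild-type KCNH2 virus (2.03 x 10^8 / mL) for 4 h at room temperature, then cultured overnight at 37 C. Thallium flux was read with FluxOr dye. Rate constants were normalized to DMSO controls.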
FBPA coupling cs: counter-screen for Giardia aldolase inhibitors: coupling enzyme system; coupling enzyme system counterscreen, AmpLite Red fluorescence; activity change, negative = inhibition, % at 58.2 µM, hits read low; 290,000 tested, 0.67% active; AID 2472; in the data active = activity change below about -30%; note: % is set by controls: 0 for no effect and ±100 for the full control effect
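Counterscreen lacking aldolase: glyceraldehyde-3-phosphate coupling-enzyme reagent preincubated 10 min at RT with compound (at 57.5 uM final), then substrate/coupling system with AmpLite Red added; fluorescence read at 525/598 nm after 20 min RT.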
KCNH2 3.1 inh: inhibitors of human KCNH2 3.1 potassium channel isoform; activity change, % (tested at about 1.8 µM); AID 720553; U2OS KCNH2 3.1, thallium flux FluxOr; stronger effect = lower value; 340,000 tested, 0.95% active;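 active = maximum activity change below -70%; inconclusive = maximum activity change from -70% to -50%; inactive = maximum activity change above -50%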;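 note: thallium influx rate constant from kinetic fluorescence after stimulation buffer; % is set by controls: 0 for no effect and ±100 for the full control effect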
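Kinetic fluorescence (2 min after stimulation buffer) measures Tl+ influx through KCNH2 3.1 expressed by viral transduction in U2OS cells; the rate constant is normalized against DMSO controls serving as positive and negative references.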
GALK inh: galactokinase (human) inhibition; Purified GALK, Kinase-Glo residual ATP luminescence; 270,000 tested, 0.007% active; Potency, µM (top dose mostly 57.5 µM), for the others: top-dose activity change, negative = inhibition, actives largely listed as inhibitors; note: potency is the fitted concentration of half-maximal effect; % is set by controls: 0 for no effect and ±100 for the full control effect
Target sequence (P51570 whole entry, looked up): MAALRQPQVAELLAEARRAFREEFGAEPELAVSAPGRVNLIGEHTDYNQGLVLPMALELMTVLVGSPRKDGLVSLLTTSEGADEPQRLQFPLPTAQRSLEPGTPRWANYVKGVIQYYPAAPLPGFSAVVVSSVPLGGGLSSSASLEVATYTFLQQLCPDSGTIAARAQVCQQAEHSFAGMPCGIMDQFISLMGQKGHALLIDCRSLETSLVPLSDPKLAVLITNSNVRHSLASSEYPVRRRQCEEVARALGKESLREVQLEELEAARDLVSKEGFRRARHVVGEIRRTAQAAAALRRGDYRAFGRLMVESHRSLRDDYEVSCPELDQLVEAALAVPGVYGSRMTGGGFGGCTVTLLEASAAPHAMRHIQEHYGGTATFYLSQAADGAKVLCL
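Galactose (100 uM) and ATP (35 uM) were turned over by 5 nM GALK for 1 h at RT. Kinase-Glo Plus then converted the remaining ATP into a luminescent signal.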
TRPV1 ag: human TRPV1 agonism | TRPV1-expressing cells, Fluo-8 calcium influx, agonist mode | activation, % at 8.33 µM | 320,000 tested, 0.19% active | AID 540275; in the data active = activation above about 80%; inconclusive = between about 30% and that limit; note: 0% is about no effect
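TRPV1-expressing cells were cultured overnight at 35.5C and loaded with Fluo-8 calcium dye for 40 to 90 min at room temperature. After a 10 s baseline, compound was added and calcium influx was read kinetically for 3 min (ex 480/em 520 nm).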
PKM2 act: increases activity of human pyruvate kinase M2. Potency, µM (doses to about 57.5 µM), inactives show at the highest dose activation, most hits filed as activators. P14618. 260,000 tested, 0.34% active. purified PKM2, Kinase-Glo ATP luminescence, activation; response scale: 0% is enzyme alone, no compound; note: potency is the fitted concentration of half-maximal effect; % is set by controls: 0 for no effect and ±100 for the full control effect; nearly all actives have a fitted effect of over 55% in size
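hPK-M2, >95% pure; 0.1 mM ADP / 0.5 mM PEP final; imidazole pH7.2 buffer w/ 7 mM MgCl2, 50 mM KCl; 1 h RT; Kinase-Glo lum. Intermediate enzyme activity for dual inhibitor/activator qHTS.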
B2AR arrestin: recruits beta-arrestin to the human beta2-adrenergic receptor; beta-arrestin recruitment to beta2AR, cell-based reporter; Potency, µM (doses to about 46.1 µM), for inactives: at the top dose activation, usual class: activators; 330,000 tested, 0.02% active; AID 492947;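 note: potency is the fitted concentration of half-maximal effect; 0% = DMSO controls and full agonism = EC100 isoproterenol or metaproterenol; nearly all actives have a fitted effect of over 65% in size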
Target sequence (P07550 whole entry, looked up): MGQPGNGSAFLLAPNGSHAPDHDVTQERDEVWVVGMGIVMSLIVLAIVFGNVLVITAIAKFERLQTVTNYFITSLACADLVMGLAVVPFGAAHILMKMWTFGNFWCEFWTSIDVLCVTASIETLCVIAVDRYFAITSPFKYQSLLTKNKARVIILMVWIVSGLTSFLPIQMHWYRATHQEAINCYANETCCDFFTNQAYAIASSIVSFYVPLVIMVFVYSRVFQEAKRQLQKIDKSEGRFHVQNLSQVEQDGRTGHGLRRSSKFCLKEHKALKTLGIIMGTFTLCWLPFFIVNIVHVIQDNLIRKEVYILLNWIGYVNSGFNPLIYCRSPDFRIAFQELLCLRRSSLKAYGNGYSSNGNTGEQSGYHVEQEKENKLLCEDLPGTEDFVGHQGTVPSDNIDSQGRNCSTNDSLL
Menin MLL FP TR: menin-MLL binding inhibition, Texas Red mutant peptide. O00255. Menin + Texas Red MLL mutant peptide, fluorescence polarization. Potency, µM (doses to about 61.6 µM), for the others: top-dose FP activity change, negative = inhibition, actives largely listed as inhibitors. 270,000 tested, 0.23% active; active = well fitted inhibition curve with a large enough effect in the polarisation, with a control signal flat, not every such curve was filed as active; inconclusive = small, poorly fitted or top-dose-only effect, or effect the other way, or a change in a side signal; inactive = no such curve, though single readings can be large or run the other way; the % refers to the polarisation; note: potency is the fitted concentration of half-maximal effect; % of control where 0% means no effect; many of its hits are not listed in these tables
USP2a inh: inhibitors of human ubiquitin-specific protease USP2a; 330,000 tested, 0.01% active; USP2 core, Ub-CHOP2 coupled fluorogenic reporter, 485/531; Potency, µM (series often up to 38.3 µM), for the others: at the top dose activity change, negative = inhibition, usual class: inhibitors; O75604;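 note: potency is the fitted concentration of half-maximal effect; plate controls were DMSO wells for no effect and full inhibition by NEM control for full effect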
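Cell-free coupled assay: 10nM USP2 core preincubated 30min RT with compound in Tris-HCl pH 8.0/CaCl2/CHAPS buffer, then 25nM Ub-CHOP2 and 25nM reporter substrate; fluorescence (Ex 485/Em 531) read after 60min RT, normalized to NEM inhibition, concentration-response curves fitted.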
CXXC DNA block: inhibitors of human MLL CXXC domain-DNA interaction | 290,000 tested, 0.037% active | MLL-CXXC / FITC-HOXA9 DNA fluorescence polarization | Q03164 | Potency, µM (highest dose often 115 µM), without a hit: at the top dose activity change, negative = inhibition, hits mostly inhibitors | AID 2662; active = well fitted inhibition curve with a large enough effect in the polarisation, with a control signal flat, not every such curve was filed as active; inconclusive = small, poorly fitted or top-dose-only effect, or effect the other way, or a change in a side signal; inactive = no such curve, though single readings can be large or run the other way; the % refers to the polarisation; note: potency is the fitted concentration of half-maximal effect
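Fluorescence polarization: 7 uM MLL-CXXC (stock) preincubated 5 min with compounds, then 50 nM fluorescein-HOX-A9 DNA (stock) added; 30 min ambient. Buffer 50 mM Tris-HCl pH 7.5, 50 mM NaCl, 1 mM DTT, 0.05% BSA.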
Giardia kill: kills Giardia lamblia; Giardia lamblia trophozoite viability; activity change, % at 7.66 µM, hits read low; 340,000 tested, 0.15% active; AID 540267; in the data active = activity change below about -80%; inconclusive = between about -30% and that limit;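 note: parasites exposed to compound for two days anaerobically before the ATP read; % is set by controls: 0 for no effect and ±100 for the full control effect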
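Luminescence from cellular ATP indicates surviving trophozoites (100 cells/well) following 48 hrs anaerobic compound treatment at 37 deg C; signal develops 15-30 min at room temperature.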
Starred values were filed as active, the others as inactive; ? = inconclusive; . = no result given. Unless noted, calls come from the whole dose curve; as a rule, active = well fitted curve in the direction sought with a large enough effect; inconclusive = small, poorly fitted or top-dose-only effect, or another doubt; inactive = no such curve, though single readings can be large; an effect the other way counts as inactive or inconclusive. The list is partial (hit frequency here may not be typical).

SMILES | KCNH2 WT inh | FBPA coupling cs | KCNH2 3.1 inh | GALK inh | TRPV1 ag | PKM2 act | B2AR arrestin | Menin MLL FP TR | USP2a inh | CXXC DNA block | Giardia kill
CCOc1ccc(CNC(=O)CS(=O)(=O)Cc2nc(-c3ccc(OC)cc3)oc2C)cc1 | -2.9 | -0.2 | -4.3 | . | ? | -0.6% | 0.3% | ? | 0.5% | . | 2.6
COc1ccccc1N(CCC#N)C(=S)Nc1ccc(S(=O)(=O)N2CCOCC2)cc1 | -7.0 | . | 9.4 | . | . | . | 0.0% | . | -0.1% | . | 5.2
COc1cc(CCC(=O)OCC(=O)Nc2c(F)cccc2F)cc(OC)c1OC | -7.9 | -1.5 | -1.7 | 0.0% | 0.6 | -1.4% | -0.2% | 10.7% | -0.2% | -4.0% | -26.4
Cc1c(Cc2ccccc2)c(=O)oc2cc(O)cc(O)c12 | -7.1 | 8.7 | 3.7 | -1.4% | 9.4 | 1.7% | -0.5% | 9.5% | 0.8% | 6.4% | -2.1
O=C(/C=C1\SC(=O)NC1=O)Nc1ccc(C(=O)O)cc1 | 4.2 | 1.1 | -0.2 | . | 4.5 | 0.7% | -0.5% | . | -2.8% | ? | 16.7
CC(=O)c1ccc(NC(=O)N2CCN(c3ccc(C)cc3)C(C)C2)cc1 (stereo unspecified) | . | 3.0 | 8.0 | 1.0% | 84.3* | -6.6% | -1.0% | -3.8% | -1.6% | 1.5% | -9.9
Cc1ccc(-c2nc3ccccc3[nH]2)cn1 | 3.1 | -12.7 | -7.3 | 5.0% | 3.8 | -39.8% | 0.9% | 0.9% | 0.7% | 5.4% | -20.0
CC1=C(C(=O)Nc2ccccc2)C(c2cc(CN3CCOCC3)cs2)C2=C(CCCC2=O)N1 (stereo unspecified) | 4.8 | -3.1 | -5.0 | 4.8% | 1.7 | -6.8% | 0.0% | -0.4% | -0.8% | -1.0% | -1.8
Cn1c(=O)[nH]c(=O)c2c1nc(N1CCCCCC1)n2Cc1cccc2ccccc12 | 0.2 | 3.6 | . | 1.1% | 10.7 | 1.8% | 0.3% | -8.2% | 2.3% | -4.6% | 25.6
CCOC(=O)N1CCN(c2nc(N(c3ccccc3)c3ccccc3)nc(-n3ccnc3)n2)CC1 | . | 2.1 | . | -1.0% | ? | 0.4% | -0.5% | . | 8.7% | -1.2% | .
Cc1ccc(NC(=O)CSc2nc3ncc(Cl)cc3[nH]2)c(C)c1 | -3.5 | 1.4 | -1.1 | 5.6% | 9.3 | 3.6% | 0.4% | 29.6% | 0.8% | -0.3% | 14.3
COc1ccc([N+](=O)[O-])cc1NC(=O)C1CCCCC1C(=O)O (stereo unspecified) | -9.7 | 3.9 | -10.7 | . | -3.0 | -13.4% | -1.4% | -6.3% | 8.0% | -4.0% | 8.5
O=C(Nc1ccc(Oc2ccsc2C(=O)O)cc1)c1ccccc1F | -8.9 | -1.1 | 9.9 | -4.5% | -3.0 | . | 0.1% | -7.9% | 4.3% | 2.2% | -14.6
Cc1cc(CN(C)C(=O)c2ccc(OC3CCN(S(=O)(=O)N(C)C)CC3)cc2)n[nH]1 | -3.8 | . | 27.3 | -2.7% | 5.4 | . | 0.5% | . | -1.3% | -4.0% | -4.1
Cc1ccc(C(=O)Nc2ccc(O)cc2C(=O)O)cc1C | -1.7 | -20.8 | -4.5 | -4.1% | -8.3 | -6.9% | -0.1% | ? | -6.4% | 3.0% | -0.7
Cc1cc(-c2ccco2)n(CC(=O)O)n1 | -0.5 | -1.0 | 1.6 | 3.3% | 4.8 | -6.3% | -1.2% | -6.2% | 3.6% | 9.3% | 3.1
Cn1c(CN2CCOCC2)nc2cc(NC(=O)c3ccc(F)cc3)ccc21 | -0.3 | -3.9 | 24.3 | -2.2% | 1.4 | -4.2% | -0.1% | -14.9% | 0.5% | 3.0% | 1.5
Cc1cc(NC(=O)CSc2nc3c(c(=O)n2-c2ccccc2)SC(C)C3)no1 (stereo unspecified) | -12.2 | 0.9 | -0.4 | -2.0% | -3.6 | -11.3% | 0.2% | -3.2% | 4.0% | 0.4% | -15.1
COc1cc2c(cc1NC(=O)COC(=O)/C=C/c1ccccc1)oc1ccccc12 | -17.7 | 0.3 | 4.9 | -1.6% | -5.0 | 4.3% | -0.2% | ? | 1.0% | ? | 0.0
CCOc1ccc(CNC(=O)CCC(=O)n2ncc3ccc(Cl)cc32)cc1 | 4.5 | 2.2 | -2.4 | . | -3.1 | 0.0% | -0.7% | 14.0% | -1.1% | . | -10.3
CCS(=O)(=O)N1CCC(C(=O)Oc2ccc(C)c(C)c2)CC1 | 3.5 | 1.6 | 15.1 | 2.1% | -3.2 | 2.4% | -0.7% | -13.7% | 2.9% | 0.5% | 18.9
O=C(CC1SC(N2CCCCC2)=NC1=O)Nc1cccc(C(=O)Nc2ncccc2O)c1 (stereo unspecified) | -11.2 | . | -16.9 | . | -1.0 | . | 0.2% | . | 2.6% | . | -21.6
CCOc1ccc(NC(=S)NC23CC4CC(CC(C4)C2)C3)cc1 | -7.2 | 0.7 | -9.4 | -0.2% | 26.5 | 0.8% | -0.4% | ? | -0.4% | 20.1% | -0.2
Cc1cc(/C=C(/C#N)c2cccc(F)c2)c(C)n1-c1cccnc1 | 4.3 | -1.7 | 4.2 | -9.8% | 5.2 | -0.1% | 0.1% | 23.3% | 2.1% | 0.9% | 8.5
CC(=O)O[C@@H]1[C@H]2[C@@H](C[C@@H](C)[C@@H]3C=CC(=O)[C@@]13C)OC(=O)[C@@H]2C | -1.5 | 5.6 | -14.7 | -0.4% | -2.0 | 1.2% | -0.2% | . | 10.0% | 5.2% | 21.5
CCn1nc(NC(=O)c2ccncc2)c2cc3cccc(C)c3nc21 | 4.7 | 1.7 | -5.6 | 10.0% | 0.6 | -2.8% | -0.3% | 8.4% | -0.3% | 5.0% | -4.7
O=C(Cn1cc(C(F)(F)F)cc(Cl)c1=O)NCCc1ccc(Cl)cc1Cl | -9.8 | 2.6 | -10.2 | 0.6% | 2.2 | -8.8% | -0.4% | . | 6.1% | 4.5% | -8.8
CN(CC(=O)Nc1ccc(F)c(F)c1F)C(=O)C1COc2ccccc2O1 (stereo unspecified) | 4.4 | . | 6.7 | . | . | . | 0.0% | . | 1.0% | . | 17.2
NC(=O)CSc1nnc(-c2cccnc2)n1Cc1ccccc1 | 6.2 | 1.5 | -8.0 | -2.2% | 2.5 | -7.4% | -0.6% | 0.3% | 2.7% | -5.5% | 3.6
C=CCN1N=C(/C=C/c2ccccc2)CCC1=O | . | 1.2 | -7.3 | 10.6% | 14.6 | . | 0.4% | -11.8% | -0.1% | -8.2% | -10.2
CN(C)S(=O)(=O)c1cccc(NC(=S)NCc2ccco2)c1 | -5.8 | 10.1 | -8.2 | 7.3% | -3.0 | -7.4% | 0.3% | -3.9% | 0.1% | 0.6% | -3.6
O=C(CSc1n[nH]c(-c2ccncc2)n1)Nc1ccccn1 | -4.0 | 2.8 | 7.9 | -2.0% | -3.4 | -0.1% | . | 7.3% | . | 3.4% | 7.7
Cc1ccc(C)c(N(C(=O)Cn2nnc(-c3cccs3)n2)C(C(=O)NC2CCCC2)c2ccncc2)c1 (stereo unspecified) | -12.0 | 2.9 | 1.4 | -3.6% | . | -2.2% | -0.4% | . | 0.6% | 6.7% | 5.8
Cc1ccc(S(=O)(=O)N2CCCN(S(=O)(=O)c3ccc4ccccc4c3)CC2)cc1 | -5.4 | -0.8 | -3.9 | -2.1% | -1.6 | 0.708µM* | 0.2% | 17.6% | 0.6% | 5.9% | 22.8
O=C(c1ccc(NS(=O)(=O)c2ccc3[nH]c(=O)[nH]c3c2)cc1)N1CCN(c2ccccc2)CC1 | 0.7 | . | -5.7 | . | -2.2 | . | -0.3% | . | 2.6% | . | 2.2
COC(=O)c1c[nH]n2c(=O)c(C(C)C)c(C)nc12 | 2.8 | 0.4 | -2.2 | -1.2% | -0.3 | 0.9% | 0.3% | 7.7% | 0.7% | 14.1% | -9.0
CC(C)(C)c1cc(C(=O)O)n[nH]1 | -9.9 | 5.4 | 4.6 | 0.1% | -2.8 | -11.9% | 0.0% | 6.6% | 0.3% | -9.0% | 11.7
Cc1ccc2[nH]c(=O)c(CN(CCCN(C)C)C(=O)Nc3ccc(F)cc3)cc2c1 | 5.1 | 3.7 | -41.9 | 8.6% | 1.9 | -35.5% | -0.2% | 0.3% | -0.1% | -6.1% | -1.2

High-throughput results deposited in PubChem by National Center for Advancing Translational Sciences (NCATS).
